Screening results from PubChem BioAssay.
UPR XBP1 act: adaptive UPR (XBP1) activation. CHO-XBP1 luciferase reporter, IRE1-XBP1 UPR activation, luminescence; percent of tunicamycin response, DMSO as zero. activation, % at 20 µM. actives 0.33% (n = 330,000). AID 463104;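 active = versus positive control, 20 µM dose yields 30% or more activation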;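 also: 100% = tunicamycin at 10 µg/mL and 0% = DMSO only wells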
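Material: CHO-XBP1 cells stably carrying IRE1-XBP1-driven luciferase reporter | Medium: F12 with 10% serum | Compound dosing: 20 µM single concentration, DMSO 1% | Incubation: Overnight seeding at 37 °C, 6 h compound treatment at 37 °C | Detection: Steady-Glo luminescence read | Read-out basis: % activation of reporter signal versus tunicamycin and DMSO controls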
CHOP UPR activ: apoptotic UPR (CHOP) activation; CHO-CHOP luciferase reporter, luminescence; percent of tunicamycin response over DMSO baseline; actives 0.34% (n = 330,000); activation, % at 10 µM;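 active = at 10 µM dose, activation of 40% or more, normalized to positive control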;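 also: 100% = tunicamycin at 10 µg/mL and 0% = DMSO alone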
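Dosing – one dose, 10 µM in 0.5% DMSO · System – CHO-CHOP cells, stable luciferase reporter of PERK-eIF2a-CHOP signalling · Input – 500 cells/well · Control set – tunicamycin 10 µg/mL final as positive, DMSO-only wells as negative · Timing – 6 h compound treatment, 37 °C · Measure – % activation vs tunicamycin · Technique – luminescence read with Steady-Glo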
EBI2 antag: EBI2 (human) antagonism | P32249 | EBI2 beta-arrestin recruitment, luminescence, 7a,25-OHC stimulated | inhibition, % at 5 µM | actives 0.81% (n = 360,000); in the data active = inhibition above about 38%;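 also: enzyme fragment complementation signal reports receptor beta-arrestin coupling in cells; 0% = agonist plus DMSO wells and 100% = wells without agonist; some results beyond the cut were filed as inactive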
Target sequence (P32249 whole entry, looked up, the tested form may be a part): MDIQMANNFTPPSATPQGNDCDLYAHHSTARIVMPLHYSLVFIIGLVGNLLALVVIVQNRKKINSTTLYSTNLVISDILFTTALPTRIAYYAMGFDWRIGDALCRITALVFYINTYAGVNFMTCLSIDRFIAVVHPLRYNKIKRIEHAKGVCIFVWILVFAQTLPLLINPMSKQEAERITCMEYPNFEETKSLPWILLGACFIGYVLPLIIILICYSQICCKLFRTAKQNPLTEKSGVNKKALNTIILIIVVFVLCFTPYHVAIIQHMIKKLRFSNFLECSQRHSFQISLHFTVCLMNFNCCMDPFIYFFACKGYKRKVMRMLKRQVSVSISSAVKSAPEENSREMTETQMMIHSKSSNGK
CXCR6 inh: CXCR6 (human) receptor inhibition | actives 0.36% (n = 360,000) | O00574 | CHO-K1 PathHunter CXCR6 beta-arrestin, luminescence | inhibition, % at 20 µM; in the data active = inhibition above about 34%, passing the limit was not always enough;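 also: antagonist mode with CXCL16 agonist at 10 nM final; 0% = 10 nM CXCL16 with DMSO and 100% = unstimulated wells without agonist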
Target sequence (O00574 whole entry, looked up): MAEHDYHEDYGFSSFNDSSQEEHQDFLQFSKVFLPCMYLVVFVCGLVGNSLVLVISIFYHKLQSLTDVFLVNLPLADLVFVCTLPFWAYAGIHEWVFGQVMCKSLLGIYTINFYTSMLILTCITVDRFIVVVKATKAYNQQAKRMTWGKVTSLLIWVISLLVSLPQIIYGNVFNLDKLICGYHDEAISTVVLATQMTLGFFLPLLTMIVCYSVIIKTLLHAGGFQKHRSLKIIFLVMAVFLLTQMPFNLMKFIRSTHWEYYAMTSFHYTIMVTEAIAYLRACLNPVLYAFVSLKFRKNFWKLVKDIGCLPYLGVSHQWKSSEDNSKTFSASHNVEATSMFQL
tim23-1 inh: inhibits growth of tim23-1 mutant yeast | S. cerevisiae tim23-1 growth, BacTiter-Glo luminescence, 24 h | inhibition, % at 20 µM | actives 1.3% (n = 330,000);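 active = growth inhibition of the mutant yeast at or above 50%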;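 also: temperature-sensitive mutant grown at 25 °C; plate controls were DMSO-treated mutant yeast for no effect and medium wells lacking yeast for full effect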
Mdm2-MdmX inh: disrupts the human Mdm2-MdmX interaction; inhibition, % at 8 µM; O15151+Q00987; SaOS-2 split-luciferase Mdm2/MdmX complementation, luminescence; actives 3% (n = 330,000); AID 485346;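 active = inhibition of at least 50% at 8 µM in the primary screen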
CCR6 antag: blocks CCL20-driven beta-arrestin recruitment at human CCR6. CHO-K1 CCR6 PathHunter beta-arrestin, luminescence, CCL20-stimulated. actives 0.49% (n = 340,000). inhibition, % at 20 µM. P51684. AID 493098;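 active = compounds whose inhibition of the agonist-driven luminescence signal at 20 µM reaches about 50%, limit read from the data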;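 also: cells stimulated with CCL20 at 14 nM final; plate controls were DMSO with CCL20 for no effect and DMSO without agonist for full effect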
APJ agonist: APJ receptor agonism | P35414 | CHO-K1 APJ PathHunter beta-arrestin, luminescence; 0% DMSO wells, 100% apelin | activation, % at 20 µM | actives 0.11% (n = 330,000) | AID 2520;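 active = activation more than six SD over the plate average, tested at 20 µM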;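 also: 0% = DMSO alone and 100% = apelin-13 at 10 nM; some results filed as inactive read as strong as hits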
Target sequence (P35414 whole entry, looked up): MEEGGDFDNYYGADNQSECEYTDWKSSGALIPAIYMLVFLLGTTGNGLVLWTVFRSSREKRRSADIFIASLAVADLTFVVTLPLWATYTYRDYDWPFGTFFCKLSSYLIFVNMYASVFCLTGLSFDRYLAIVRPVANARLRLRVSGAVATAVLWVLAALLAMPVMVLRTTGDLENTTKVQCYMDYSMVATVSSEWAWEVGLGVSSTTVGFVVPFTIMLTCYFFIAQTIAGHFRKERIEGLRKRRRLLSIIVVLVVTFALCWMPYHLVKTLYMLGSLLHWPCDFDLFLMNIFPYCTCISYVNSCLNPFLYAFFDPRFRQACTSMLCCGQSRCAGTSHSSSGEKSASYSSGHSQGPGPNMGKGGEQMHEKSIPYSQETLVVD
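Assay system: CHO-K1 cells stably expressing ProLink-tagged human APJ and arrestin–beta-gal acceptor. Compound dosing: 20 µM single point, 1% DMSO. Times: 16-18 h seeding, 90 min dark compound exposure, 60 min detection. Detection: beta-gal luminescence. Evaluation: APJ–arrestin association signal. Controls: negative DMSO alone, positive Apelin-13 at 10 nM.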
APJ antag: blocks the human apelin receptor APJ; P35414; CHO-K1 APJ beta-arrestin complementation, luminescence; inhibition, % at 20 µM; actives 0.32% (n = 330,000);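 active = inhibition above about 40% at 20 µM, limit read from the data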;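 also: cells challenged with 10 nM apelin-13 agonist together with compound; plate controls were apelin-13 plus DMSO wells for no effect and DMSO wells lacking apelin-13 for full effect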
* hit, by the source's call; · = not tested or not shown; & = joins results of further samples.

SMILES	UPR XBP1 act	CHOP UPR activ	EBI2 antag	CXCR6 inh	tim23-1 inh	Mdm2-MdmX inh	CCR6 antag	APJ agonist	APJ antag
COc1ccccc1C(=O)NC(=O)Nc1c(C)cc(C)cc1C	0	1.6	16	-3	42	11	9	0	-33
OCCSc1nc(-c2ccccc2)nc2ccc(F)cc12	2	-1.1	-7	7	-33	-2	-8	-5	-1
COc1ccc(Cl)cc1CSc1n[nH]c(C)n1	1	1.7	4	11	2	-21	2	-4	17
CCOc1ccc(OCC(=O)OCC(=O)N2CCN(C(=O)c3ccco3)CC2)cc1	1	0.9	-7	-2	2	9	9	1	3
O=S(=O)(Cc1ccc(Cl)cc1)CC(O)COCc1ccccc1 (stereo unspecified)	0	2.2	7	0	21	6	9	-5	3
O=[N+]([O-])/C(C(=C(Cl)Cl)N1CCOCC1)=C1\NCCO1	3	-0.1	-8	2	-5	10	-11	-1	-5
CC(=O)N(C)c1ccc(NS(=O)(=O)c2cccc3nsnc23)cc1	-3	0.1	-10	-11	7	13	-2	4	-27
O=C(COC(=O)c1ccccc1NC(=O)c1ccco1)Nc1ccc2c(c1)OCO2	4	-0.4	6	4	-14	6	9	-3	18
COc1ccccc1NS(=O)(=O)c1cc2c3c(c1)CCN3C(=O)CC2	-2	-1.5	-2	-4	7	-3	2	-6	18
CCN1CCN(CC(=O)Nc2ccc(C)cc2C)C(=O)C1=O	-2	-2.2	-2	1	-17	-14	9	-1	-43
N#CCCn1cc(/C=N/O)c(-c2cccc([N+](=O)[O-])c2)n1	0	-0.8	-8	-1	-7	-2	-1	1	12
CCn1c2ccccc2c2cc(NC(=O)CSc3nnc(C4CC4)n3Cc3ccco3)ccc21	1	0.8	16	7	28	-17	7	2	-6
CC1(N2CCOCC2)CC2(O)C(=[N+]1[O-])CCc1nonc12 (stereo unspecified)	-2	1.5	·	·	-2	18	·	-2	-5
COc1ccccc1N1CCN(C(=O)c2ccc3c(c2)NC(=O)C(CSCc2ccccc2C)N3)CC1 (stereo unspecified)	-5	-0.3	·	·	-3	8	·	-1	7
O=C(Nc1nc2ccccc2[nH]1)C1CC1	-1	-0.7	-9	-3	15	32	3	-6	17
N#CC1(c2ccccc2)CCCN1C(=O)c1ccc(Br)o1 (stereo unspecified)	1	0.6	0	1	18	-29	-2	2	9
O=C(Cc1ccc2ccccc2c1)NC(Cc1ccccc1)C(=O)O (stereo unspecified)	4	0.8	-3	-7	13	8	4	·	·
Oc1ccc(O)c2c1C1c3ccccc3C2c2ccccc21	-2	2.7	·	·	31	28	·	6	-39
Cc1ccc(S(=O)(=O)CC(=O)c2cc(C)c(O)c(C)c2)cc1	7	-1.1	-13	2	-13	2	4	-2	15
O=C(Nc1nnc(CCc2ccccc2)s1)C1CCCO1 (stereo unspecified)	1	2.7	-3	-10	2	-26	-2	3	20
COc1ccc(C(=O)C(C)OC(=O)c2sc(C)nc2C)cc1 (stereo unspecified)	-1	-0.2	2	6	12	-4	5	-2	16
Cc1ccc(NC(=O)CSc2nc3ccc(Nc4nc(N5CCOCC5)nc(N5CCOCC5)n4)cc3s2)cc1	78*	4.2	25	8	7	95*	0	3	-5
COc1ccc(/C=C/C(=O)Nc2ccc(-n3nncc3-c3ccccc3)cc2)cc1OC	2	-0.3	61*	-5	3	16	29	4	3
COC(=O)c1cn(CCOc2ccccc2OC)c2ccccc12	-1	-3.6	7	-5	4	-4	14	-1	15
CC(C)(C)C(=O)NC(=S)Nc1ccccc1C(=O)NC1CCCCC1	-2	-0.3	8	22	13	11	35	-4	25
CN(CC(=O)Nc1ccccc1Cl)C(=O)c1ccc(N2CCCCCC2)c([N+](=O)[O-])c1	-4	-1.5	3	5	15	33	21	-7	7
COc1ccccc1CC(=O)Nc1sc2c(c1C(N)=O)CCCC2	0	4.0	-4	-2	5	21	10	1	7
Cc1noc(C)c1CSCC(=O)Nc1ccc(OC(F)F)c(Cl)c1	2	0.6	4	8	23	33	9	1	11
COCCNC(=O)C(c1ccc(OC)cc1)N(Cc1ccco1)C(=O)CCC(=O)Nc1ccccn1 (stereo unspecified)	-1	0.0	-7	2	0	2	-11	-4	18
CC(C)c1ccc(N2C=Nc3ccc(C(C)C)cc3C2)cc1	3	3.1	36	-5	48	41	26	-6	-2
CNC(=O)NC(=O)COc1c(F)c(F)cc(F)c1F	0	0.9	-8	-5	-4	1	0	-2	-5
CCSc1nnc(NC(=O)C2Cc3ccccc3CN2S(=O)(=O)CC)s1 (stereo unspecified)	3	4.1	-15	19	18	13	25	-4	1
COc1ccc(N2CCN(C(=O)c3ccc(S(=O)(=O)N4CCOCC4)cc3)CC2)cc1	1	2.2	19	-9	-1	-11	-19	-3	-28
CCOC(=O)c1[nH]c2ccc(Br)cc2c1NC(=O)CCN1CCCC(C)C1 (stereo unspecified)	0	2.2	·	·	6	-20	·	0	10
O=C(Nc1ccccc1Cl)ON=C1c2ccccc2-c2ccccc21	0	0.1	-5	-4	49	39	1	3	-2
O=C(c1ccc(Cl)cc1)N1CCC(O)(CSc2ccccc2)CC1	-4	-0.9	68*	2	22	-20	5	4	-9
COc1ccc2nc(C)cc(N3CCC(C(N)=O)CC3)c2c1	-1	-2.7	-11	-4	-4	16	4	-1	-22
COCCNC(=O)C1Cc2cc(S(=O)(=O)N3CCCC3)ccc2N1C(C)=O (stereo unspecified)	0	1.0	-8	0	6	1	16	1	-1
O=C(OCc1nnc(-c2ccc(Cl)cc2)o1)c1ccc(O)cc1	1	3.3	6	7	1	4	16	-3	10
O=C(Nc1ccc(S(=O)(=O)N2CCCCC2)cc1)c1ccc(CN2CCc3ccccc3C2)cc1	0	3.4	-8	9	20	25	0	-1	-5
COc1ccccc1-c1coc2cc(O)cc(O)c2c1=O	9	2.6	7	-8	41	-5	9	-3	5
Cc1cc(Cl)ccc1NC(=O)CN1C(=O)NC2(CCCC2)C1=O	1	0.4	0	-6	8	12	3	-3	15
COc1ccc(NC(=O)CC2SC(=Nc3ccccc3)NC2=O)cc1 (stereo unspecified)	1	0.6	5	2	12	15	7	-2	-15
O=c1/c(=C/c2ccc(O)cc2)sc2nc3cc(Br)cnc3n12	79*	63*	·	·	-12	58*	·	-3	22
Cc1ccc(-n2nc(C)c3c2OC(N)=C(C#N)C3c2ccc(F)cc2)cc1 (stereo unspecified)	-1	-0.1	-3	-4	15	-4	12	-3	0
COc1ccc(OCC(O)CNC(=O)c2sccc2Cl)cc1 (stereo unspecified)	2	1.3	1	-4	29	2	7	3	5
CCOCc1c(C(=O)NC2=Nc3ccccc3NC(CC)=C2C(=O)OCC)oc2ccccc12	-2	-0.9	-19	8	36	69*	-6	-1	-16
COc1ccccc1N(C)S(=O)(=O)c1ccc(C)c(C(=O)NCc2ccccn2)c1	-2	-1.8	1	0	9	6	2	0	2
CCCCOc1ccc(S(=O)(=O)n2c(C)nc3ccccc32)cc1	-1	-3.1	-2	1	9	-5	10	-3	10
CCOC(=O)c1c(C)[nH]c(C(=O)OCC(=O)c2ccccc2)c1C	-3	3.8	11	-4	6	-130	4	-3	-62
O=C(Nc1ccc(OC(F)(F)F)cc1)c1ccccc1-n1cnnn1	1	0.5	-13	8	4	2	9	0	4
Cc1ccc(NCCC(=O)c2ccc(Cl)c(Cl)c2)cc1	-2	-0.9	8	3	16	13	-1	-2	14
CC(C)C[C@@H](CC#N)N1CCN(CCc2ccccc2)CCC1=O	0	-1.3	-10	-18	-8	18	1	-2	11
COc1ccc(-c2nnc3ccc(SC)nn23)cc1	8	-1.0	1	2	24	14	-11	-2	-9
COc1ccc(Cn2nnnc2C(c2cc3cccc(C)c3[nH]c2=O)N2CCN(C)CC2)cc1 (stereo unspecified)	9	1.4	3	6	-11	-10	-5	-3	14
CN1CCN(Cc2nc3ccccc3n2C)CC1CCO (stereo unspecified)	-5	3.4	3	-9	0	-16	2	0	2
COCCn1c(SCC(=O)N2CCOCC2)nnc1-c1ccncc1	-2	-1.2	7	2	-11	12	8	-1	-2
CCCOC(=O)c1ccc(NC(=O)CSC2=Nc3ccccc3C3CC=NN23)cc1 (stereo unspecified)	8	2.4	40*	11	-9	14	2	-3	6
O=C1NC(c2ccccc2)=C(c2nc3ccccc3s2)C(c2ccccc2)N1 (stereo unspecified)	3	-0.8	21	3	17	42	-6	1	-26
CC1C2C(C)N(C)C(=O)N(C)C2N(C)C(=O)N1C (stereo unspecified)	-2	-1.8	-8	-2	14	-15	-9	-5	2

Continued; the last four above are carried over.
SMILES	UPR XBP1 act	CHOP UPR activ	EBI2 antag	CXCR6 inh	tim23-1 inh	Mdm2-MdmX inh	CCR6 antag	APJ agonist	APJ antag
COCCn1c(SCC(=O)N2CCOCC2)nnc1-c1ccncc1	-2	-1.2	7	2	-11	12	8	-1	-2
CCCOC(=O)c1ccc(NC(=O)CSC2=Nc3ccccc3C3CC=NN23)cc1 (stereo unspecified)	8	2.4	40*	11	-9	14	2	-3	6
O=C1NC(c2ccccc2)=C(c2nc3ccccc3s2)C(c2ccccc2)N1 (stereo unspecified)	3	-0.8	21	3	17	42	-6	1	-26
CC1C2C(C)N(C)C(=O)N(C)C2N(C)C(=O)N1C (stereo unspecified)	-2	-1.8	-8	-2	14	-15	-9	-5	2
CC(=O)Nc1c(N)c2ccccc2oc1=O	-1	-2.2	-14	2	1	-8	6	-1	-3
CC(=O)Nc1cccc(NC(=O)CCc2ccccc2)c1	-1	-3.0	-2	2	8	-4	1	-5	-1
Cc1cccc(/C=N/NC(=O)Cn2nnnc2N)n1	-3	0.9	5	-2	-16	-5	11	2	-4
COCCNC(=O)c1c[nH]c2ccc(S(=O)(=O)Nc3ccc(F)cc3F)cc2c1=O	-4	-0.7	-15	0	10	-20	-11	-1	-7
COc1ccc(C(CNC(=O)Cn2c(=O)oc3ccccc32)N(C)C)cc1 (stereo unspecified)	-2	-0.2	-3	3	-5	5	-1	0	-16
COc1nnc(-c2ccc(C)c(S(=O)(=O)N(C)C)c2)c2ccccc12	-2	0.3	0	3	35	13	21	-3	-18
Cc1cccc(N2CC(C(=O)OCc3ccc([N+](=O)[O-])cc3)CC2=O)c1 (stereo unspecified)	-1	-0.5	5	-1	5	26	-5	-2	-20
Clc1ccc2nsnc2c1NC1=NCCN1	-7	-1.4	3&1	-2&-3	6	-6	7&6	1	10
O=C(Nc1cccc(S(=O)(=O)NC2=NCCCCC2)c1)c1cc(-c2ccco2)nc2ccccc12	-1	-0.2	-10	1	2	-2	21	1	-8

Some of the compounds tested; the hit share may differ from the screen's.
